# Screening data deposited in PubChem BioAssay by several laboratories.
# KKLEB cytotox: CF airway cell cytotoxicity counter-screen. KKLEB CF airway cells viability, ATPlite luminescence, overnight; stronger effect = lower value; cells stimulated with P. aeruginosa culture filtrate. activity change (cytotoxicity), % at 5 µM. actives 0.36% (n = 360,000). AID 602141;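 active = corrected activity change at or below -50% at 5 µM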
# NR2E3 ag-1: agonists of human nuclear receptor NR2E3. Q9Y5X4. GST-NR2E3/biotin-RetCOR TR-FRET, 1536-well. inhibition of corepressor binding, % at 4.78 µM. actives 0.12% (n = 320,000). AID 2300;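 active = percent inhibition above the cutoff of mean plus 3 SD of all tested compounds, set per screening campaign, cut at about 20% in these data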;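 also: 0% = DMSO wells and 100% = biotin wells as full block of FRET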
# Target sequence (Q9Y5X4 whole entry, looked up): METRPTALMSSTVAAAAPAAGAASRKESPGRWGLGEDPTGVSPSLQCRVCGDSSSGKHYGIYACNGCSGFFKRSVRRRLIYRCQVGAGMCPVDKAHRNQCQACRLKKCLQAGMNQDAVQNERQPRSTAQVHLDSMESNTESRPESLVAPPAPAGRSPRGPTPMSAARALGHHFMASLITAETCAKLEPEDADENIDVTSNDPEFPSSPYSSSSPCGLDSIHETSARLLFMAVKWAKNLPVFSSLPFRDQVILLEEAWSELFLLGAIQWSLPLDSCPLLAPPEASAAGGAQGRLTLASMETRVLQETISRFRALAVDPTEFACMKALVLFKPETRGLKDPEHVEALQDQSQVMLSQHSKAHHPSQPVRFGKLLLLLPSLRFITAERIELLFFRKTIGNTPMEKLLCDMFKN
#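 Assay system: NR2E3–RetCOR corepressor complex. Quantity: 1.35 nM GST-NR2E3. Buffer or medium: pH 7.5 Tris-based buffer. Reagent: biotinylated RetCOR corepressor at 7 nM final. Schedule: 5 h at 4 °C. Detection: TR-FRET, emission read at 617 and 671 nm. Replicates: one well per compound, singlicate testing.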
# TWEAK Fn14 block: blocks TWEAK-Fn14 interaction in a reporter cell assay. TWEAK-stimulated Fn14 reporter cells, luciferase luminescence, 8 h. inhibition, % at 10 µM. actives 2% (n = 360,000); in the data active = inhibition above about 50%
# Peg3 prom inh: Peg3 promoter activity inhibition; HeLa PEG-Prom luciferase reporter, luminescence, overnight; inhibition, % at 20 µM; actives 1.7% (n = 360,000);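 active = inhibition of at least 50% at 20 µM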
# NR2E3 ag-2: agonists of human NR2E3 nuclear receptor; CHO-S Gal4-NCOR/VP16-NR2E3 two-hybrid, luciferase; inhibition of corepressor binding, % at 3.98 µM; actives 0.35% (n = 360,000); AID 602229;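 active = inhibition above the mean of all tested compounds plus 3 SD, cut at about 70% in these data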;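 also: 0% = DMSO with NR2E3 transfected cells and 100% = cells lacking NR2E3 construct; higher means lower luciferase signal from less NR2E3 corepressor binding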
# aDG glyco act: increases alpha dystroglycan glycosylation; Pro5-aDG cells, alpha-DG glycosylation AlphaScreen (IIH6); 0% Pro5, 100% B10-LARGE cell signal; activation, % at 10 µM; actives 0.22% (n = 360,000); AID 624168;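 active = activation of at least 8% versus controls, or a plate z-score of at least 8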;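 also: Pro5 are CHO cells carrying HIG-tagged alpha-DG that lacks glycosylation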
# iPSC survival up: increases survival of single human iPS cells. hiPSC single-cell survival, ATPlite luminescence; 100% = ROCK inhibitor wells, 0% = DMSO. survival enhancement, % at 20 µM. actives 0.044% (n = 360,000). AID 602274; in the data active = survival enhancement above about 18%;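 also: cells exposed to compounds for 16 hours before the ATP read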
# HIF-2a block: inhibitors of HIF-2a; 786-0 RCC cells HIF-2a reporter, luciferase luminescence, overnight; inhibition, % at 18.8 µM; actives 0.72% (n = 360,000);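 active = inhibition of the luminescence signal of 40% or more relative to plate controls, in a single-dose primary screen at 18.75 µM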
# TRPM1 prom inh: MITF TRPM1 promoter inhibition in SK-MEL-5 cells; actives 0.83% (n = 330,000); SK-MEL-5 TRPM1 promoter luciferase, 24 h; inhibition, % at 12.5 µM; AID 488899;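 active = mean inhibition across replicates of 60% or more, whatever share of single replicates reaches that level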; also: values of inactives mirror those of a sister screen read the other way
# CF NFkB inh: cystic fibrosis NF-kB activation inhibition. KKLEB NF-kB-GFP reporter, PAF-induced, GFP fluorescence overnight. actives 0.86% (n = 360,000). inhibition, % at 5 µM;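 active = at least 50% inhibition at 5 µM, scaled per plate between neutral and stimulator controls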;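 also: PAF is a Pseudomonas aeruginosa culture filtrate used as stimulus; plate controls were PAF-stimulated DMSO wells for no effect and unstimulated DMSO wells for full effect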
# Shn3 inh set2: inhibitors of Schnurri-3 3'UTR reporter in osteoblasts | Clone20 osteoblast Shn3 3'UTR firefly luciferase, 24 h | inhibition, % at 12.5 µM | actives 0.52% (n = 360,000);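 active = mean inhibition of at least 75% with every replicate also reaching 75%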;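 also: 0% = median of neutral control wells and 100% = pilot-screen positive control compound; some compounds past the cut are filed as inactive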
# * hit, by the source's call; . = no result given. Compounds as they come; overall some 4.4% were active at least once.
mol	NR2E3 ag-1	Shn3 inh set2	TWEAK Fn14 block	HIF-2a block	TRPM1 prom inh	iPSC survival up	aDG glyco act	Peg3 prom inh	KKLEB cytotox	CF NFkB inh	NR2E3 ag-2
COc1ccc(CC(N)c2csc(NC(=O)Nc3ccc(F)cc3)n2)cc1 (centres undefined)	.	4.8	25.2	9.8	.	-3.7	1.4	54.9*	4.8	-9.6	20.2
O=C(O)c1ccccc1SC1CC(=O)N(c2ccccc2)C1=O (centres undefined)	1.2	-9.4	-10.2	10.1	-19.5	3.5	-0.1	28.1	-6.2	15.2	12.8
CC(C)CC(NC(=O)c1cccc(Cl)c1)C(=O)O (centres undefined)	-1.3	8.2	-19.8	16.1	-0.4	-0.6	0.3	4.5	0.1	-6.3	4.3
CC(C)=CCC/C(C)=C/CNC(=O)C[C@H]1C[C@H](C(=O)N2CCOCC2)[C@@]2(C)c3[nH]c4ccc(Cl)cc4c3CCN2C1=O	.	39.8	50.7*	-22.6	8.7	1.6	0.4	55.6*	-13.9	28.8	-14.3
COCC(=O)NCc1nc2ccccc2n1Cc1ccccc1F	-0.3	-13.5	-11.4	16.5	12.7	-2.2	-0.1	1.9	10.5	-7.8	-13.8
CCn1c(=N)n(CC(O)c2cccs2)c2ccccc21 (centres undefined)	0.1	-25.5	-8.3	15.1	8.2	-1.1	-0.1	-0.3	-8.1	-8.4	-11.0
Cc1ccc([C@H]2C[C@H](O)[C@@H](n3cc(-c4ccc(F)cc4)nn3)CN2C(=O)c2cccs2)cc1	.	8.7	7.4	6.7	.	3.3	-0.1	3.8	6.8	-18.5	-31.3
CCOc1ccc(/C=C/C(=O)Nc2ccccc2C(F)(F)F)cc1	-2.5	-67.0	-34.8	-151.1	-32.1	2.3	0.1	-141.0	-6.8	3.2	-118.8
O=C(O)C1Oc2ccccc2C1c1ccccc1 (centres undefined)	.	-75.1	8.1	6.7	-13.7	0.7	-0.3	4.0	-0.8	1.4	9.2
COc1ccc(/C=C(\NC(=O)c2ccccc2)C(=O)OCC2CCCN3CCCCC23)cc1OC (centres undefined)	-0.1	-8.7	3.1	10.4	0.4	0.6	-0.1	14.2	3.9	1.3	17.1

# As entered above:
# Value for `COc1ccc(CC(N)c2csc(NC(=O)Nc3ccc(F)cc3)n2)cc1` (centres undefined) under iPSC survival up: -3.7
# Value for `CC(C)CC(NC(=O)c1cccc(Cl)c1)C(=O)O` (centres undefined) under HIF-2a block: 16.1
# Value for `COCC(=O)NCc1nc2ccccc2n1Cc1ccccc1F` under HIF-2a block: 16.5
# Value for `CCn1c(=N)n(CC(O)c2cccs2)c2ccccc21` (centres undefined) under NR2E3 ag-1: 0.1
# Value for `CCOc1ccc(/C=C/C(=O)Nc2ccccc2C(F)(F)F)cc1` under iPSC survival up: 2.3

# Next section.
mol	NR2E3 ag-1	Shn3 inh set2	TWEAK Fn14 block	HIF-2a block	TRPM1 prom inh	iPSC survival up	aDG glyco act	Peg3 prom inh	KKLEB cytotox	CF NFkB inh	NR2E3 ag-2
COc1ccc(N(Cc2cc3cc(OC)ccc3[nH]c2=O)C(=O)C2CCCO2)cc1 (centres undefined)	0.6	7.2	-3.1	9.4	-5.3	-2.2	0.0	-2.0	5.6	-0.6	3.9
Cc1ccc(-c2nn(CC(=O)Nc3ccc4c(c3)nc3n4CCOC3)c(=O)c3ccccc23)cc1	-24.5	-5.1	-23.7	14.8	-6.4	1.1	0.1	8.3	0.3	-2.0	-18.1
CN(C)C(=O)CSc1ncccc1-c1nc2ccccc2[nH]1	3.4	-12.4	11.4	-11.3	-3.1	2.9	0.2	3.0	-6.4	3.9	-20.1
COc1ccc(C2=NN(C(=O)CN3CCOCC3)C(c3nc4ccccc4[nH]3)C2)cc1 (centres undefined)	-4.5	-64.6	4.1	-276.8	-33.9	2.1	-0.2	-191.5	-4.4	2.5	-95.7
CNC(=S)N/N=C(\C)c1ccc2c(c1)OCO2	1.0	-6.1	-26.7	-16.4	0.3	-0.5	0.2	-13.0	7.8	-0.2	-15.1
Cn1c(CNC(=O)c2ccco2)nnc1SCC(=O)Nc1cccc(Br)c1	4.7	-3.1	5.9	17.0	1.6	-0.4	-0.2	12.0	-8.5	1.5	-13.3
CC(=O)c1ccc(NC(=S)NCCc2ccccn2)cc1	-3.4	-24.7	5.6	-71.6	-12.4	1.7	0.1	-122.6	7.7	-17.4	-14.4
CCOc1ccccc1CNC(=O)C1CCN(c2nn3c(=O)cc(C)nc3s2)CC1	3.0	6.2	2.4	5.7	-3.5	0.7	0.1	2.8	1.2	4.7	-1.4
Cc1cccc2sc(N(CCCN(C)C)C(=O)c3ccco3)nc12	6.6	-16.1	-4.5	-14.7	-18.2	-0.3	-0.1	-12.0	-10.1	-13.8	-29.4
CC(Nc1cccc2ccccc12)C(=O)N/N=C/c1ccc([N+](=O)[O-])cc1 (centres undefined)	4.0	-30.1	100.3*	6.1	5.4	-0.1	0.0	38.7	3.6	-38.9	-6.7

# Sorted by the number under aDG glyco act (falling): three from the list above.
SMILES,aDG glyco act
CN(C)C(=O)CSc1ncccc1-c1nc2ccccc2[nH]1,0.2
CCOc1ccccc1CNC(=O)C1CCN(c2nn3c(=O)cc(C)nc3s2)CC1,0.1
Cn1c(CNC(=O)c2ccco2)nnc1SCC(=O)Nc1cccc(Br)c1,-0.2

# Later entries.
mol	NR2E3 ag-1	Shn3 inh set2	TWEAK Fn14 block	HIF-2a block	TRPM1 prom inh	iPSC survival up	aDG glyco act	Peg3 prom inh	KKLEB cytotox	CF NFkB inh	NR2E3 ag-2
CCc1ccc(NC(=O)c2ccc(S(=O)(=O)NCc3cccnc3)cc2)cc1	6.7	15.2	-10.3	-98.8	-22.7	1.1	0.3	-46.9	1.9	-0.2	4.6
NC(=O)c1ccc(NC(=O)COC(=O)c2ccc3c(c2)OCO3)cc1	2.7	-22.4	8.9	9.7	-2.4	0.5	-0.2	-15.9	2.0	11.7	6.1
O=C(COC(=O)c1cc([N+](=O)[O-])ccc1N1CCOCC1)Nc1ccc(Cl)cn1	-1.1	-18.0	3.7	13.2	-13.6	-0.3	-0.8	53.2*	-15.3	22.5	78.3*
COc1cc(NC(=O)CC2NCCNC2=O)cc(OC)c1 (centres undefined)	3.4	-34.8	-3.1	18.3	14.6	0.5	0.1	13.0	1.2	-1.5	5.9
C=CCOc1ccc(CNc2ccc3[nH]c(=O)[nH]c3c2)cc1OCC	-10.3	-8.6	11.5	8.3	5.1	0.6	-0.2	19.9	-13.6	-23.1	-0.6
O=Cc1ccc(C(=O)OCC(=O)NCc2ccco2)cc1	.	-9.0	3.9	7.8	-4.7	-1.2	0.2	1.5	2.5	12.1	-29.7
CC12CCC(C(=O)N3CCc4ccccc43)(CC1=O)C2(C)C (centres undefined)	1.0	2.6	9.1	1.3	13.0	-1.7	-0.1	-5.3	-4.0	1.5	-7.0
COc1ccc(-c2cc(=O)c3c(O)cc(O)cc3o2)cc1	-0.7	-118.9	35.2	-120.6	-106.5	0.5	-0.3	-358.4	-7.1	67.5*	-71.1
CCOc1ccc(NC(=O)C(=O)NCc2ccncc2)cc1	-2.4	-17.9	5.8	-1.2	8.6	-0.3	0.8	-0.6	3.0	-0.6	-1.2
Cc1ccc(S(=O)(=O)NCC(=O)N2CCCC2C(=O)O)cc1 (centres undefined)	-1.3	0.2	4.5	8.7	-38.1	-0.5	0.0	16.2	-1.2	2.8	-31.6

# (next part)
mol	NR2E3 ag-1	Shn3 inh set2	TWEAK Fn14 block	HIF-2a block	TRPM1 prom inh	iPSC survival up	aDG glyco act	Peg3 prom inh	KKLEB cytotox	CF NFkB inh	NR2E3 ag-2
COc1ccccc1NC(=O)CSc1nnc(Cc2cccn2C)n1-c1ccc(F)cc1	3.4	17.0	2.8	2.3	-0.8	0.0	0.4	9.4	-11.2	21.8	-3.8
CCCCOc1ccccc1C(=O)N(Cc1ccc(C)o1)C1CCS(=O)(=O)C1 (centres undefined)	-2.9	-11.0	-9.5	12.4	-7.0	-0.1	-0.2	7.9	-18.5	3.8	-27.3
O=C(N/N=C/c1cc([N+](=O)[O-])c(N2CCOCC2)cc1N1CCOCC1)c1cccnc1	-0.3	-13.5	10.9	16.9	-1.3	0.6	-0.2	9.9	0.1	-3.2	-19.5
COc1cccc(/C=C(/C(=O)OCC(=O)NCC2CCCO2)c2ccccc2)c1 (centres undefined)	2.0	7.5	18.1	17.4	2.2	8.1	-0.2	34.2	2.2	3.4	26.7
O=C1CCC(c2ccccc2)(c2ccccc2)CC1	-1.0	5.9	17.2	13.3	-5.9	0.3	0.0	11.2	-1.7	0.3	-26.1
O=C(Nc1cccc(F)c1)Nc1ccc2c(c1)C(=O)OC2	-0.6	-14.3	-28.2	-101.6	-51.8	0.2	0.1	-68.0	-0.1	-10.3	-14.8
Cc1ccccc1-c1nc(CS(=O)CC(=O)NCc2ccc3c(c2)OCO3)c(C)o1 (centres undefined)	-1.0	9.9	-14.9	14.1	-5.0	-0.5	0.1	1.1	2.1	9.1	3.0
COc1cccc(-n2c(=S)[nH]c3c(oc4ccccc43)c2=O)c1	29.2*	.	22.3	-67.8	20.1	-1.0	-0.1	-22.9	-0.1	-2.9	-45.3
Cc1ccccc1C(=O)NC1CCN(CC(=O)Nc2ccc(N(C)C)cc2)CC1	-0.8	1.9	-12.3	20.4	10.4	-0.2	0.0	11.0	0.2	19.9	-25.0
CC(=O)Nc1cccc(N=NN2CCOCC2)c1	-1.1	-2.2	-12.3	2.7	-6.1	-0.1	-0.2	-6.8	3.1	-3.4	-26.9

# The list goes on:
mol	NR2E3 ag-1	Shn3 inh set2	TWEAK Fn14 block	HIF-2a block	TRPM1 prom inh	iPSC survival up	aDG glyco act	Peg3 prom inh	KKLEB cytotox	CF NFkB inh	NR2E3 ag-2
CCc1nc2ccc(C(=O)N3CCN(c4ccccc4F)CC3)cc2nc1CC	0.6	-19.1	-6.5	6.8	-4.4	0.8	0.1	24.1	-16.0	37.3	-30.6
CCOC(=O)C1=C(C)OC(N)=C(C#N)C1c1ccc(OC)c(CSc2ccccn2)c1 (centres undefined)	1.9	1.3	29.5	18.9	-6.7	-2.7	0.1	-0.1	4.3	1.7	3.5
O=C1CCCCCN1C(=O)c1ccc(C(=O)N2CCCCCC2=O)cc1	2.7	22.5	-1.8	8.7	-2.8	4.7	2.3	10.8	20.2	-73.3	7.2
CC(C)n1c(C(=O)OCC(=O)NCc2ccc3c(c2)OCO3)cc2sccc21	4.7	6.6	-1.7	-4.6	2.8	-0.4	0.1	26.8	-11.9	23.2	-45.7
CC(=O)Nc1cccc(/C(C)=N/NC(=O)c2cccs2)c1	2.5	-9.5	0.9	-21.5	-22.3	-1.1	0.0	-33.3	-11.0	-25.0	-127.8
COc1ccccc1CNC(=O)c1cc(C(C)=O)c[nH]1	1.7	-7.7	0.0	6.5	-4.1	0.1	-0.1	9.8	-2.3	-1.6	4.5
Cc1cc(Cl)cc(C)c1OCCOCCNCc1ccccc1	0.2	5.7	-28.3	0.2	-10.2	0.2	0.3	7.5	-13.0	11.1	11.5
CCc1noc(C)c1C(=O)OCC(=O)Nc1nc(-c2ccc(F)c(F)c2)cs1	3.7	17.3	8.1	-72.5	-2.5	-0.6	0.4	-0.8	-3.4	10.7	-0.1
